hIAP activ: increases human intestinal alkaline phosphatase activity; activation factor at 10 µM; hit rate 0.16% among 330,000; purified human IAP, CDP-Star luminescence, 30 min; active compounds read high; 1 = vehicle-only enzyme, 0 = enzyme-free background; AID 2524;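 active = activation factor of the enzyme at least 2-fold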; also: the source names both 10 and 20 µM as test concentration; values of inactives mirror those of a sister screen read the other way
HKDC1 inh: HKDC1 (human) hexokinase inhibition; recombinant HKDC1, G6PDH/diaphorase resazurin coupled fluorescence; inhibition, % at 20 µM; hit rate 0.16% among 340,000; AID 493160;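 active = inhibition above about 35% when tested at 20 µM, limit read from the data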;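 also: plate controls were DMSO wells with enzyme for no effect and DMSO wells lacking enzyme for full effect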
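Assay system: in-house recombinant HK5 (HKDC1) enzyme. Input: HKDC1 at 5 µg/mL. Medium: Tris pH 8.0 buffer with MgCl2, Tween-20, BSA, BME. Dosing: single 20 µM dose. Schedule: 90 min reaction incubation at room temperature, dark. Signal: resazurin-to-resorufin fluorescence via G6PDH and diaphorase coupling, 525/613 nm. Controls: DMSO-enzyme wells negative, buffer-substituted wells positive.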
APOBEC3A inh: inhibitors of human APOBEC3A DNA deaminase | P31941 | recombinant A3A, FAM/TAMRA ssDNA deamination fluorescence | inhibition, % at 20 µM | hit rate 0.41% among 330,000 | AID 493011;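 active = at least 40% inhibition at 20 µM here, with at most 30% in a related deaminase screen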;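 also: plate controls were A3A with DMSO for no effect and wells lacking A3A enzyme for full effect; some results filed as inactive read as strong as hits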
Target sequence (P31941 whole entry, looked up): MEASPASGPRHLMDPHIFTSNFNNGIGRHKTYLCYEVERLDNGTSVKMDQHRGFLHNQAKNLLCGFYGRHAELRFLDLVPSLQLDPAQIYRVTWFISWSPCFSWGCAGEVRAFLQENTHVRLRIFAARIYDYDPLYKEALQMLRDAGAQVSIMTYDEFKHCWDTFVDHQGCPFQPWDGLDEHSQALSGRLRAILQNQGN
hIAP block: human IAP inhibition | hit rate 0.12% among 330,000 | inhibition, % at 10 µM | P09923 | purified IAP, CDP-Star luminescence, 30 min | AID 2544;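 active = inhibition reaching a set limit with compound at 10 µM in the primary screen, cut at about 35% in these data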;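 also: plate controls were DMSO wells with enzyme for no effect and no-enzyme buffer wells for full effect; values of inactives mirror those of a sister screen read the other way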
mIAP activ: increases mouse intestinal alkaline phosphatase activity; muIAP, CDP-Star luminescence, 30 min; active compounds read high; 1 = vehicle-only enzyme signal, 0 = enzyme-free wells; activation factor at 10 µM; AID 2805; hit rate 0.24% among 330,000;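 active = activation factor of at least 2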; also: the source names both 10 and 20 µM as test concentration; values of inactives mirror those of a sister screen read the other way
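Assay system: mouse IAP enzyme; reagent: chemiluminescent substrate CDP-Star; dosing: test compounds delivered from DMSO solution; schedule: 30 min at room temperature; measured by: luminescence from enzymatic CDP-Star hydrolysis; controls: DMSO-only wells and no-enzyme negative control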
PfGluPho inh: PfG6PD (Plasmodium falciparum) enzyme inhibition | PfGluPho enzyme, NADPH resazurin-diaphorase fluorescence | hit rate 0.78% among 350,000 | inhibition, % at 20 µM | AID 504690;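 active = inhibition reaching at least a set limit at 20 µM in the primary screen, cut at about 59% in these data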;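 also: 0% = DMSO wells with substrate and 100% = DMSO wells lacking glucose-6-phosphate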
mIAP block: mouse IAP inhibition; purified mouse IAP, CDP-Star luminescence, 30 min; inhibition, % at 10 µM; hit rate 0.2% among 330,000; AID 2806;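 active = inhibition of at least 40% at 10 µM in the primary screen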;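 also: plate controls were DMSO with enzyme for no effect and no enzyme wells for full effect; values of inactives mirror those of a sister screen read the other way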
ATG4B inhibitor: inhibitors of human ATG4B cysteine protease. Q9Y4P1. AID 504462. inhibition, % at 8.33 µM. ATG4B cleavage of LC3-PLA2, NBD-HPC fluorescence, 1 h. hit rate 0.51% among 340,000; in the data active = inhibition above about 40%
Target sequence (Q9Y4P1 whole entry, looked up): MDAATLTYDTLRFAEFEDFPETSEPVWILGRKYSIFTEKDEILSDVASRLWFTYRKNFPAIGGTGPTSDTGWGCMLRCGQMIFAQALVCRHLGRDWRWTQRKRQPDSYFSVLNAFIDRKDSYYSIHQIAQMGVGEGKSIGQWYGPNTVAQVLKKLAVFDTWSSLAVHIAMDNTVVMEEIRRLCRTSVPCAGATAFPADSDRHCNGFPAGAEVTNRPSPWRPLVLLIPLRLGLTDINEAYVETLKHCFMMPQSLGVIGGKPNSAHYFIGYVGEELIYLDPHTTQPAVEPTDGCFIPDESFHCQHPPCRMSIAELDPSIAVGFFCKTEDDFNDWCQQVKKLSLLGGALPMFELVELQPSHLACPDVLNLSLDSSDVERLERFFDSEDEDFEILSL
* = called active by the depositor; · = not tested or not shown; & = joins results of further samples.

SMILES	hIAP activ	HKDC1 inh	APOBEC3A inh	hIAP block	mIAP activ	PfGluPho inh	mIAP block	ATG4B inhibitor
CCCCC(=O)Oc1c(S(=O)(=O)c2ccccc2)c(C)nn1C(C)(C)C	0.98	1	5	2	0.94	-3	6	11
FC(F)(F)c1nc2ccccc2nc1N/N=C/c1ccc(Cl)cc1	1.2	7	-2	-18	0.87	-9	13	9
COc1ccccc1OCC#CCSc1ncccn1	0.84	-9	0	16	1	3	0	-6
COC(=O)c1ccc(NC(=O)CSc2nnc(C(C)NC(=O)c3ccccc3Cl)n2C)cc1 (configuration not stated)	1.2	-1	-2	-18	1	-3	-4	-12
COc1ccc(/C=C/C(=O)OCC(=O)c2c(N)n(C)c(=O)n(C)c2=O)c(OC)c1	0.87	0	5	13	0.96	16	4	-1
O=C1c2ccc([N+](=O)[O-])cc2C(=O)N1c1c[nH]c(=O)[nH]c1=O	0.92	-5	0	8	0.91	-8	9	-3
O=C(C1=C[C@H](C2CC2)C[C@H](OCc2ccc(CO)cc2)O1)N1CCN(Cc2ccc3c(c2)OCO3)CC1	0.95	-4	1	5	1.1	6	-12	-10
CCN(CC)C(=O)Cn1c(=O)n(CCCCCC(=O)Nc2ccccc2)c(=O)c2sccc21	0.96	-7	2	4	0.98	2	2	1
CC(NC(=O)C12CC3CC(CC(O)(C3)C1)C2)c1ccc(Cl)cc1Cl (configuration not stated)	1.1	-2	-1	-6	0.99	-8	0	-5
O=C(CS(=O)(=O)c1cn(Cc2cccc(F)c2)c2ccccc12)N1CCCCC1	0.97	2	1	3	0.96	5	4	-16
CCc1nc2c(C#N)c(-c3ccc(Cl)cc3)ccn2n1	0.9	1	2	10	1.1	9	-5	-6
CCC(C)(C)n1nnnc1CN1CCN(c2nc3ccc(C)cc3cc2C#N)CC1	0.78	9	-3	22	0.94	1	6	-11
O=C(CSCc1ccccc1)N1CCc2ccccc21	0.93	-1	8	7	0.87	14	13	6
CCOc1ccc(NC(=O)CSc2nnc(-c3ccoc3C)n2CC2CCCO2)cc1 (configuration not stated)	1.1	-3	-5	-9	0.95	-6	5	-14
CCN(CC(=O)NCc1cccs1)C(=O)COc1ccc(C(N)=O)cc1	1.1	-5	-3	-6	0.99	-5	1	-3
COc1ccc(-n2c(=S)[nH]c3cc(C(=O)NCc4cccnc4)ccc3c2=O)cc1	1	0	0	0	0.94	5	6	-4
O=C1C(=O)N(CCCO)C(c2ccc(Br)cc2)/C1=C(\O)c1ccc(Br)cc1 (configuration not stated)	1	4	-4	0	0.96	-15	4	2
O=C(NC(=S)N1CCCC1)c1ccc(Cl)cc1Cl	0.91	-4	-4	9	0.98	2	2	7
CC(Oc1ccc2c(-c3ccccc3)cc(=O)oc2c1)C(=O)NCC1CCC(C(=O)O)CC1 (configuration not stated)	1	-4&12	-1&-3	12	0.98	-1&-11	3	-21&-2
Nn1c(SCc2ccccc2F)nnc1-c1ccncc1	1.1	-3	1	-7	0.98	-11	2	-2
O=S(=O)(c1ccccc1Cl)N1CCC(Cc2ccccc2)CC1	0.97	7	0	3	0.92	-2	8	-3
CS(=O)(=O)N(CC(=O)NCC1CCCO1)Cc1ccc(Cl)cc1 (configuration not stated)	0.99	-5	3	1	0.93	-3	7	0
CCNc1nc(N)nc(Oc2ccc(OCCOc3ccc(Cl)cc3Cl)nn2)n1	1	-4	1	-1	0.96	19	4	-20
Cc1cc(SCC(=O)c2cccs2)n2nc(C)c(-c3ccccc3)c2n1	0.77	2	4	23	0.95	3	5	-7
CCCCOC(=O)c1ccc(NC(=O)C(=O)NCc2ccccn2)cc1	1.1	-3	5	-11	0.88	-3	12	0

Four entries drawn at random from the list so far:
SMILES	hIAP activ	HKDC1 inh	APOBEC3A inh	hIAP block	mIAP activ	PfGluPho inh	mIAP block	ATG4B inhibitor
Cc1cc(SCC(=O)c2cccs2)n2nc(C)c(-c3ccccc3)c2n1	0.77	2	4	23	0.95	3	5	-7
CCN(CC(=O)NCc1cccs1)C(=O)COc1ccc(C(N)=O)cc1	1.1	-5	-3	-6	0.99	-5	1	-3
CCNc1nc(N)nc(Oc2ccc(OCCOc3ccc(Cl)cc3Cl)nn2)n1	1	-4	1	-1	0.96	19	4	-20
O=C(CS(=O)(=O)c1cn(Cc2cccc(F)c2)c2ccccc12)N1CCCCC1	0.97	2	1	3	0.96	5	4	-16

Continuation:
SMILES	hIAP activ	HKDC1 inh	APOBEC3A inh	hIAP block	mIAP activ	PfGluPho inh	mIAP block	ATG4B inhibitor
Cc1cc(C)c(C)c(S(=O)(=O)NCCCN2CCOCC2)c1C	0.97	-1	1	3	1	-7	-2	3
Cc1noc(C)c1COc1ccccc1C(=O)N1CCN(c2cccc(Cl)c2)CC1	1.1	6	-4	-8	1.2	-9	-19	-4
COC(=O)C[N+](C)(C)C/C=C\c1ccccc1	1	-9	-1	-4	1.1	0	-8	-1
Cc1ccc(NC(=O)Nn2cnnc2)c(C)c1	1.1	-5	2	-6	0.96	2	4	-2
O=C(N/N=C/c1ccco1)c1ccc(NC(=O)c2ccccc2Cl)cc1	1.2	-11	0	-16	0.97	-5	3	-5
Cc1ccc(C)c(N2CCN(C(=O)CC3Sc4ccccc4NC3=O)CC2)c1 (configuration not stated)	1.2	0	1	-18	1.1	10	-14	7
COc1ccc(C(=O)Nc2nccs2)cc1[N+](=O)[O-]	1.3	-5	-2	-34	0.92	-13	8	9
COc1ccc(/C=C/C(=O)NC2CC3CCC2C3)cc1 (configuration not stated)	0.98	-2	-6	2	0.93	12	7	-4
O=C(COc1ccccc1[N+](=O)[O-])N/N=C/c1ccc[nH]1	0.87	-4	-2	13	0.9	2	10	-2
CCOC(=O)C1=C(C)NC(=O)NC1c1ccc(F)cc1 (configuration not stated)	1.2	0	-1	-16	1.1	0	-5	4
CCc1noc(C)c1C(=O)OCC(=O)N(C)c1c(N)n(Cc2ccccc2)c(=O)[nH]c1=O	0.88	-1	0	12	1	2	-4	-3
CCN(CC)CCCNC(=S)N(Cc1ccco1)Cc1cc2cc3c(cc2[nH]c1=O)OCCO3	1.1	·	-4	-7	1	·	0	·
O=C(CCC1CCCC1)c1c(O)c2ccccc2oc1=O	0.97	2	2	3	0.97	-34	3	6
COc1cc(C(=O)N2CCC(NC(=O)C(Cc3ccc(C(C)C)cc3)NC(C)=O)CC2)cc(OC)c1OC (configuration not stated)	0.85	-7	-2	15	1	-10	0	-3
CCN(C(=O)COC(=O)c1cnc(C)cn1)C1CCCCC1	0.94	8	-2	6	0.98	10	2	-1
Cc1cc(O)ccc1Nc1nc(-c2cccs2)cs1	0.93	1	-2	7	0.96	26	4	9
CC1CCN(C(=S)c2cccc([N+](=O)[O-])c2)CC1	0.98	3	-2	2	0.98	-1	2	-1
Cc1cccc(N=C2CSC(=O)N2)c1	0.94	-6	1	6	1.1	-5	-8	-15
O=C(NCCCCNC(=O)c1cccnc1Cl)c1cccnc1Cl	1.4	4	-3	-41	1	-2	-2	8
CCCCc1nc(SCC(=O)N2CCCC2)c2c(=O)n(C)c(=O)n(C)c2n1	0.92	-2	-8	8	0.89	-1	11	4
Cc1ccc(N2Cc3ccccc3OC(C)C2=O)cc1 (configuration not stated)	0.83	-10	-2	17	1	13	-2	-2
CC(=O)c1c(C)[nH]c(C(=O)CSc2ncnc3sc(-c4ccccc4)cc23)c1C	0.91	1	-3	9	0.97	5	3	-3
COC(=O)[C@]1(Cc2ccccc2)N[C@H](CN(C)C(=O)c2ccc(F)cc2)[C@@H]2C(=O)N(C)C(=O)[C@@H]21	1.2	1	-4	-18	1.1	-4	-13	-6
NS(=O)(=O)c1cccc(NC(=O)CSc2nnc(-c3ccncc3)n2C2CC2)c1	0.95	4	0	5	0.5	21	50*	-23
Cc1cccc(C)c1NC(=O)CN(C)C(=O)c1ccc(-n2cncn2)c([N+](=O)[O-])c1	1.1	-7	-3	-13	1	-9	-2	5

Additional compounds
SMILES	hIAP activ	HKDC1 inh	APOBEC3A inh	hIAP block	mIAP activ	PfGluPho inh	mIAP block	ATG4B inhibitor
Cc1cc(NC(=O)CN2CCOCC2)n(-c2ccccc2)n1	1	-6	2	-3	1	-4	-1	-11
Cc1ccc(/C=N/n2c(C)nnc2C)o1	0.83	-9	-2	17	1	-1	-3	-16
CCOC(=O)c1c(NC(=O)COC(=O)CNC(=O)c2ccc(Cl)cc2Cl)sc(C(=O)N(C)C)c1C	1.1	0	0	-11	0.93	-8	7	-5
CSc1ccc(CN2CCN(C(=O)c3ccncc3)CC2)cc1	1.1	-10	-2	-9	1	-9	-2	-5
COc1ccc(C(=O)Nc2n[nH]c(-c3ccncc3)n2)cc1	0.97	-5	1	3	1.1	4	-6	4
CC(C)CN(C(=O)COC(=O)c1ccccc1Sc1ccccc1C#N)C1CCS(=O)(=O)C1 (configuration not stated)	1.1	-7	-2	-10	1.1	-5	-8	5
O=C(O)c1ccc(NS(=O)(=O)c2cccc(C(=O)Nc3ccc(Br)cc3)c2)cc1	1.2	-1	-6	-16	0.98	-16	2	-9
Cc1cc2c3c([nH]c2cc1S(=O)(=O)NCc1ccc(CN2CCCCCC2)o1)CCCC3=O	1.4	-1	0	-38	1	8	-4	-3
O=C(CN1C(=O)NC2(CCc3ccccc3C2)C1=O)Nc1ccc(F)cc1 (configuration not stated)	1	-10	1	0	1	-3	-5	-15
CC(C)NC(=O)CN1CCN(c2ncccn2)CC1	1.1	-7	-3	-8	1	-1	-5	3
O=C(NCCCO)c1ccc2[nH]c3c(c2c1)CCCC3	1.1	-4	-5	-10	1	13	-3	-4
Cc1ccc(-n2c(O)c(/C=N/n3cnnc3)c3ccccc3c2=O)cc1	0.84&1.1	2&-1	-2&-6	16&-8	0.99&1	-17&-22	0&-4	-5&10
O=C(c1ccc(F)cc1)N1CCN(c2ccccn2)CC1	0.96	-7	-5	4	1	-8	0	7
O=C(CN1C(=O)COc2ccccc21)NCC1CCCO1 (configuration not stated)	1.1	-6	-2	-7	1	3	-5	-9
Cc1ccc(NC(=O)CNC(=O)c2ccco2)c(Cl)c1	0.97	3	-2	3	1.1	3	-7	3
COc1ccc(CCNC(=O)Cn2nnc(-c3cccs3)n2)cc1OC	0.9	5	0	10	1.2	-21	-19	4
OCCN1CCN(c2ncnc3c2c(-c2ccccc2)cn3-c2ccc(F)cc2)CC1	1	-1	0	-2	1	4	-4	-6
CCOC(=O)CS(=O)(=O)c1nc(-c2ccccc2)cc(C(F)(F)F)n1	0.91	10	5	9	0.94	9	6	-4
CN(Cc1ccccc1)C(=O)CCC1CCN(S(C)(=O)=O)CC1	1.4	-5	-4	-36	0.79	-6	21	-2
OCCOCCn1c(C2CCCN2c2nc(-c3ccc(F)cc3)cs2)nc2cc(C(F)(F)F)ccc21 (configuration not stated)	1.1	-5	-4	-14	0.93	35	7	-6
CNC(=O)c1cc2c(cn1)[nH]c1ccccc12	1	5	2	0	1.2	21	-17	4
Cc1cc(NC(=O)CSc2nc(-c3ccccc3)c(C#N)c(=O)[nH]2)no1	1	9	3	-2	1	-44	-1	5
CCOCc1[nH]c(=S)[nH]c(=O)c1Cc1ccc(OCC(C)C)cc1	0.98	-6	-3	2	0.99	-13	1	5
COc1ccc(OC)c(-c2csc(NC(=O)Cc3ccccc3F)n2)c1	1.1	-2	-2	-13	1.2	24	-21	-25
CCC(C(=O)O)n1nnc(-c2ccc(OCc3ccccc3)c(OC)c2)n1 (configuration not stated)	0.96	·	-4	4	0.92	·	8	·
COc1ccc(-c2csc(Nc3cccc(C)n3)n2)cc1	0.81	-2	-5	20	0.97	19	3	-7
Cc1nnsc1NC(=O)OCc1ccc(C(C)(C)C)cc1	1.1	-4	1	-9	0.96	3	4	6
